Chronic BCR inh: chronic active BCR signaling inhibition; ABC-DLBCL IkBa-CBG/CBR reporter, luminescence ratio, 4 h; Potency, µM (titrated, usually from 46.1 µM), for the others: at the top dose ratio change, negative = lower green/red ratio, actives largely listed as inhibitors; 340,000 tested, 0.05% active; AID 493014; active means well fitted inhibition curve with a large enough effect in the signal ratio, with a control signal flat, not every such curve was filed as active; inconclusive means small, poorly fitted or top-dose-only effect, or effect the other way, or a change in a side signal; the % refers to the signal ratio;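 further: potency means the concentration at half of the fitted maximal effect; plate controls were basal doxycycline-induced cells for no effect and cells given 10 µM MG132 for full effect; MG132 reads +100%, hits lower the ratio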
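Compounds up to 46 uM were incubated four hours with TMD8 cells whose green CBG68 luciferase is fused to IkappaBalpha; red CBR luminescence normalised the signal, and concentration-effect curves were fitted to fusion, red and ratio data.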
TSG101-PTAP inh: blocks PTAP/TSG101 interaction to inhibit HIV-1 budding; Q99816; Fluorescence polarization, FITC-PTAP peptide / Tsg101 binding; Potency, µM (highest dose often 115 µM), inactives show at the top dose activity change, negative = inhibition, usual class: inhibitors; 340,000 tested, under 10 active; AID 493005; active means well fitted inhibition curve with a large enough effect in the main read-out, with a control signal flat, not every such curve was filed as active; inconclusive means small, poorly fitted or top-dose-only effect, or effect the other way, or a change in a side signal; inactive means no such curve, though single readings can be large or run the other way; further: potency means the concentration at half of the fitted maximal effect; % of control where 0% means no effect
Target sequence (Q99816 whole entry, looked up): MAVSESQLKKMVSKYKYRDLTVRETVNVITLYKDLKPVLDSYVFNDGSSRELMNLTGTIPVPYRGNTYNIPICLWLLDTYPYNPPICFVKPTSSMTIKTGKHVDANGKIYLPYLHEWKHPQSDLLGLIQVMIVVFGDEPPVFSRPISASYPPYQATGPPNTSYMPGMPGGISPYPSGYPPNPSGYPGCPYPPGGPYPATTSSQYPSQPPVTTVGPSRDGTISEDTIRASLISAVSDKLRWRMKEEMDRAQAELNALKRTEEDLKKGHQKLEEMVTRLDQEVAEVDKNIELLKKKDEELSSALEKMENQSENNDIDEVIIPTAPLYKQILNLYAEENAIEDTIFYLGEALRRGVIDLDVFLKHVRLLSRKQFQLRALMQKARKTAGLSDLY
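Compounds were pin-transferred onto Tsg101 binding domain (10 uM final) in HEPES pH 7.5 buffer, then FITC-PTAP peptide was added at 50 nM final. After 20 min at RT, polarization reported peptide displacement across a qHTS concentration series.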
Tb PFK inh: blocks T. brucei phosphofructokinase; T. brucei PFK, ADP-Glo luminescence; 330,000 tested, 0.17% active; O15648; Potency, µM (highest dose often 57.5 µM), for inactives: top-dose activity, negative = inhibition, usual class: inhibitors;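 further: potency means the concentration at half of the fitted maximal effect; 0% = uninhibited 1x PFK enzyme wells and -100% = no-enzyme wells; nearly all actives have a fitted effect of over 60% in size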
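PFK 1.25 nM, F6P 0.5 mM, ATP 0.1 mM, 0.1 M TEA pH 8.0, 5 mM MgCl2, 0.01% Tween20, 0.1% BSA; 45 min RT. ADP-Glo readout. qHTS titration up to 57 uM; curves fitted, compounds curve-classed.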
TSHR antag: antagonists of human thyroid stimulating hormone receptor; P16473; TSHR-expressing cells, TSH-stimulated cAMP HTRF, 2 h; active compounds read low; activity change, negative = inhibition, % at 11.5 µM; 330,000 tested, 0.2% active;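 active means activity change below a set negative limit, meaning inhibition stronger than a set level, cut at about -70% in these data; inconclusive means activity change between two set negative limits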; further: on the % scale 0 is the no-effect control and ±100 the full control effect
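Inhibition of cAMP made by TSHR-expressing cells under TSH stimulation (4nM final, EC80; 2 h, 37 deg C) is quantified with a one-step lysis HTRF kit, anti-cAMP cryptate versus cAMP-d2.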
B2AR arrestin: beta2AR (human) beta-arrestin recruitment activity | beta-arrestin recruitment to beta2AR, cell-based reporter | Potency, µM (top dose mostly 46.1 µM), for the others: at the highest dose activation, usual class: activators | 330,000 tested, 0.02% active | AID 492947;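 further: potency means the concentration at half of the fitted maximal effect; 0% = DMSO controls and full agonism = EC100 isoproterenol or metaproterenol; nearly all actives have a fitted effect of over 65% in size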
uPA generation: cell surface uPA generation inhibition; cell surface uPA generation assay, qHTS; Potency, µM (doses to about 38.3 µM), inactives show at the highest dose activity change, negative = inhibition, most hits filed as inhibitors; 330,000 tested, 0.31% active; AID 540303; active means well fitted inhibition curve with a large enough effect; inconclusive means small, poorly fitted or top-dose-only effect; inactive means no such curve, though single readings can be large or run the other way; tested in mouse RAW 264.7 cells; further: potency means the concentration at half of the fitted maximal effect; on the % scale 0 is the no-effect control and ±100 the full control effect; nearly all actives have a fitted effect of over 55% in size
USP2a inh: blocks human ubiquitin-specific protease USP2a. O75604. USP2 core, Ub-CHOP2 coupled fluorogenic reporter, 485/531. Potency, µM (top dose mostly 38.3 µM), for inactives: at the top dose activity change, negative = inhibition, hits mostly inhibitors. 330,000 tested, 0.01% active. AID 463254;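 further: potency means the concentration at half of the fitted maximal effect; plate controls were DMSO wells for no effect and full inhibition by NEM control for full effect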
Target sequence (O75604 whole entry, looked up): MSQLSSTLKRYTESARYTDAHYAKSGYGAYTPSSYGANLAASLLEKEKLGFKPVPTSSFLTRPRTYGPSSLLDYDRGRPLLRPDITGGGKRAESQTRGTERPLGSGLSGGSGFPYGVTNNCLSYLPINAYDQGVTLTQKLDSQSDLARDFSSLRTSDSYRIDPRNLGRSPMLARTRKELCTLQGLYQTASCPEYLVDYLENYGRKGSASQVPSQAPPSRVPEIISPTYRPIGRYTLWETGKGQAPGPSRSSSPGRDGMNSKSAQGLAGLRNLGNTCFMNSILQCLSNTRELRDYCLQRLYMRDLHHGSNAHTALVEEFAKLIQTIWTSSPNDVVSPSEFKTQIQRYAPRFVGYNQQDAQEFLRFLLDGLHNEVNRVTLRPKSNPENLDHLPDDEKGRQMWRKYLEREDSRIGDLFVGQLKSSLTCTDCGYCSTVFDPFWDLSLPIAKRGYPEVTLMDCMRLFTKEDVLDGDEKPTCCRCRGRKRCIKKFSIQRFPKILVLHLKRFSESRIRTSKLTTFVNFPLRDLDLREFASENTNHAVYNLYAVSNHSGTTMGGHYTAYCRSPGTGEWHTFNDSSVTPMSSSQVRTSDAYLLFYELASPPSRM
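Cell-free coupled assay: 10nM USP2 core preincubated 30min RT with compound in Tris-HCl pH 8.0/CaCl2/CHAPS buffer, then 25nM Ub-CHOP2 and 25nM reporter substrate; fluorescence (Ex 485/Em 531) read after 60min RT, normalized to NEM inhibition, concentration-response curves fitted.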
Eya2 phos inh: inhibitors of human Eya2 phosphatase activity | Potency, µM (series often up to 76.9 µM), without a hit: top-dose activity, negative = inhibition, usual class: inhibitors | 330,000 tested, 0.006% active | AID 488837 | recombinant Eya2, OMFP fluorescence dephosphorylation (OMFP is methylfluorescein phosphate) | O00167; further: potency means the concentration at half of the fitted maximal effect; on the % scale 0 is the no-effect control and ±100 the full control effect
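Eya2 (0.2 uM) preincubated 10 min at ambient with compound, then OMFP substrate added at 50 uM; 10 min reaction in 50 mM HEPES pH 7.5, 50 mM NaCl, 5 uM MgCl2, 0.05% BSA, 1 mM DTT. Fluorescence read at Ex 485/Em 525 nm.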
ELG1 repair inh: inhibitors of ELG1-dependent DNA repair in HEK293T cells; AID 504467; 330,000 tested, 2.3% active; HEK293T ELG1-luciferase reporter, luminescence, 16 h; DNA damage induced by 5-fluorouridine; Potency, µM (top dose mostly 46.1 µM), for inactives: at the top dose activity change, negative = inhibition, usual class: inhibitors; further: potency means the concentration at half of the fitted maximal effect; on the % scale 0 is the no-effect control and ±100 the full control effect; nearly all actives have a fitted effect of over 55% in size
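Cells (2,000 per well) received 5-fluorouridine plus test compound or DMSO and were incubated 16 hr at 37 °C, 5% CO2. Luciferase activity was read by luminescence 30 min after ONE-Glo addition; signal suppression marked inhibition of damage-induced ELG1 function.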
TCR act: T cell receptor activation; 330,000 tested, under 10 active; primary human leukocytes, anti-CD3, IL-2 HTRF, 48 h; Potency, µM (titrated, usually from 9.22 µM), inactives show top-dose activation of IL-2 secretion, actives largely listed as activators; AID 504894; further: % of control where 0% means no effect
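HTRF read-out of IL-2 secretion: europium cryptate donor excited at 320nm, d2 acceptor emission at 665nm. Cells were primary human leukocytes incubated 48 hr with compounds and a-CD3 beads, supplying TCR signal only.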
Mito fusion act: inhibitors of mitochondrial division or activators of mitochondrial fusion. S. cerevisiae fusion-defective mutant growth rescue, CellTiterGlo 48 h. 320,000 tested, 0.23% active. Potency, µM (series often up to 46.1 µM), inactives show top-dose growth rescue (activation), usual class: activators;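 further: potency means the concentration at half of the fitted maximal effect; % of control where 0% means no effect; nearly all actives have a fitted effect of over 45% in size; temperature-sensitive fusion mutants such as fzo1-1 at 37 °C on non-fermentable ethanol glycerol medium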
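S. cerevisiae fusion-defective temperature-sensitive mutants (e.g. fzo1-1, mgm1-5) grown 48 h at 37C in YPEG (ethanol/glycerol non-fermentable) medium with 23 nl compound per well; growth rescue read as CellTiterGlo luminescence.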
The depositor's hits bear a star; ? = inconclusive; / = no result given; [ ] = dose if it differs, or a comment. Unless noted, the call rests on the fitted dose curve; in most records, active means well fitted curve in the direction sought with a large enough effect; inconclusive means small, poorly fitted or top-dose-only effect, or another doubt; inactive means no such curve, though single readings can be large; an effect the other way counts as inactive or inconclusive.

cpd | Structure | Chronic BCR inh | TSG101-PTAP inh | Tb PFK inh | TSHR antag | B2AR arrestin | uPA generation | USP2a inh | Eya2 phos inh | ELG1 repair inh | TCR act | Mito fusion act
1 | COc1ccc(NC(=O)CN(C)C(=O)CNC(=O)c2ccc(C)s2)cc1 | 0% | -2% | -4% | -3 | -1.7% | 4% | 2% | -17% | ? | 0% | -1%
2 | Cn1c(=O)[nH]c(=O)c2c1nc(SCCN1CCCCC1)n2Cc1ccccc1 | ? | -1% | 0% | -5 | -0.3% | -5% | -2% | 8% | 4% | 7% | 2%
3 | Cc1ccc(-c2cc(C(=O)N/N=C/c3ccc([N+](=O)[O-])o3)c3ccccc3n2)o1 | -2% | -1% | 3% | -13 | -1.2% | -18% | 2% | -4% | 8% | -2% | -8%
4 | Cc1ccccc1-n1c(SCC(=O)N(C)C2CCS(=O)(=O)C2)nnc1-c1ccncc1 (configuration not stated) | 4% | 0% | 0% | -5 | -0.1% | 6% | 3% | 4% | 2% | -4% | 21%
5 | CC(NC(=O)CN(C)S(=O)(=O)c1cccc2nsnc12)c1ccccc1 (configuration not stated) | -1% | -10% | 2% | 1 | -0.3% | 7% | 4% | -2% | 1% | 8% | 1%
6 | Cc1cccc(NC(=O)CCn2nc(C)cc2C)c1 | 0% | -1% | -3% | 5 | -0.6% | 9% | 1% | 3% | 13% | 3% | -2%
7 | Cc1ccc(C)c(-n2cc[nH]c2=S)c1 | 0% | 0% | 3% | 11 | -0.4% | -1% | 1% | 0% | ? | -5%[46.1 µM] | -4%
8 | CC(C)c1onc(C(=O)NCc2cccs2)c1[N+](=O)[O-] | -23% | -1% | -3% | 7 | 0.0% | -6% | 3% | -2% | 5% | 6% | 0%
9 | CCOC(=O)N1CCN(C(=O)c2ccc(CS(=O)(=O)c3ccc(OC)cc3)o2)CC1 | 2% | -3% | -19% | 5 | 0.0% | -2% | 1% | 4% | 0% | -3% | -5%
10 | CC1CCCC(NC(=O)COC(=O)Cc2ccsc2)C1C (configuration not stated) | -1% | -4% | 2% | 0 | -0.2% | 1% | -1% | -30% | 17% | 2% | 2%
11 | C1=C(CCNc2nnnn2-c2ccccc2)CCCC1 | 0% | -1% | -1% | -16 | -0.1% | -3% | 5% | 3% | ? | -5% | 5%
12 | COc1ccccc1NC(=O)C1(C)Cc2ccccc2C(=O)O1 (configuration not stated) | ? | -3% | -1% | 1 | -1.6% | ? | 0% | 15% | ? | -2% | -5%
13 | CC1CCCCC1NC1=NCCS1 (configuration not stated) | -19% | -8% | 0% | 9 | 0.1% | 5% | 4% | 14% | 17% | 9% | 8%
14 | CCc1ccc(N(CC(=O)Nc2ccccc2C(=O)N2CCOCC2)S(C)(=O)=O)cc1 | -1% | -6% | 0% | 2 | -0.5% | 2% | 0% | 4% | -4% | 3%[46.1 µM] | -4%
15 | O=[N+]([O-])c1cccc(Cl)c1NCCNS(=O)(=O)c1ccc(Cl)cc1 | -13% | 0% | 7% | 8 | -0.7% | -7% | 2% | -4% | 1% | -9%[46.1 µM] | -6%

An excerpt from the list above:
cpd | Structure | Chronic BCR inh | TSG101-PTAP inh | Tb PFK inh | TSHR antag | B2AR arrestin | uPA generation | USP2a inh | Eya2 phos inh | ELG1 repair inh | TCR act | Mito fusion act
13 | CC1CCCCC1NC1=NCCS1 (configuration not stated) | -19% | -8% | 0% | 9 | 0.1% | 5% | 4% | 14% | 17% | 9% | 8%
14 | CCc1ccc(N(CC(=O)Nc2ccccc2C(=O)N2CCOCC2)S(C)(=O)=O)cc1 | -1% | -6% | 0% | 2 | -0.5% | 2% | 0% | 4% | -4% | 3%[46.1 µM] | -4%
15 | O=[N+]([O-])c1cccc(Cl)c1NCCNS(=O)(=O)c1ccc(Cl)cc1 | -13% | 0% | 7% | 8 | -0.7% | -7% | 2% | -4% | 1% | -9%[46.1 µM] | -6%

The listing continues.
cpd | Structure | Chronic BCR inh | TSG101-PTAP inh | Tb PFK inh | TSHR antag | B2AR arrestin | uPA generation | USP2a inh | Eya2 phos inh | ELG1 repair inh | TCR act | Mito fusion act
16 | COc1ccc2[nH]cc(CCNC(=O)CCC3CCCCC3)c2c1 | 2% | 1% | 1% | -10 | -1.0% | -10% | -3% | ? | -10% | / | 17%
17 | Cc1c(OCC(=O)NCCCn2ccnc2)ccc2c3c(c(=O)oc12)CCCC3 | 5% | -7% | 2% | -7 | -1.0% | 9% | 3% | -7% | 8% | -2% | 1%
18 | O=C(Cn1nc(-c2ccccc2)c2ccccc2c1=O)Nc1ccc2c(c1)nc1n2CCOC1 | -1% | -4% | 3% | 8 | 0.0% | -3% | 3% | 9% | 1% | -125% | 1%
19 | O=C(COc1ccc(Br)cc1)Nc1ccc(S(=O)(=O)Nc2ccccn2)cc1 | ? | -5% | -3% | 18 | 0.1% | -1% | 3% | 10% | 1% | 3% | 1%
20 | CSCCC(NS(=O)(=O)c1ccc(C)cc1)C(=O)NC1CCCCC1 (configuration not stated) | 0% | -1% | 4% | 2 | -0.2% | -1% | 0% | -3% | -9% | 3% | 5%
21 | COc1ccc(CCNC(=O)c2ccc(-c3ccc([N+](=O)[O-])cc3Cl)o2)cc1OC | ? | -2% | -1% | -44 | -0.2% | -5% | 2% | 0% | 18µM* | 4%[46.1 µM] | ?
22 | Cc1cccn2c(=O)c(C=NCc3ccccc3)c(NCCO)nc12 | 4% | -6% | 3% | -9 | 0.5% | 11% | 0% | -6% | -22% | 6% | -1%
23 | CCn1c2ccccc2c2cc(CN3CCN(Cc4cc(OC)ccc4O)CC3)ccc21 | ? | -4% | -4% | 0 | -0.9% | 0% | 2% | 12% | ? | 7% | 12%
24 | O=C(Nc1ccc(N2CCN(C(=O)c3ccco3)CC2)cc1)c1cccc(F)c1 | 1% | -10% | 1% | 6 | -0.2% | -1% | 0% | -2% | ? | / | -4%
25 | O=C(NNC(=O)c1cccs1)c1cccnc1 | -17% | -5% | -3% | -9 | 0.4% | -3% | -1% | -3% | -4% | 10% | -1%
26 | CCCCN1C(=O)CC(C(=O)OCC)=C1C | ? | -3% | -1% | 12 | 0.5% | -3% | 12% | 4% | 3% | -1% | 2%
27 | Cc1ccc(NS(=O)(=O)c2cc(C(N)=O)ccc2C)cc1 | 18% | -2% | -2% | -3 | -0.2% | / | -1% | -11% | 3% | -1% | -6%
28 | CC(C)c1csc(CN2CCCC(CNC(=O)c3cccc4ccccc34)C2)n1 (configuration not stated) | -8% | -9% | 1% | -3 | -0.5% | -7% | -3% | -18% | ? | 1% | -7%
29 | CCCCNC(=O)Nc1ccccc1Br | 0% | -1% | -2% | 8 | 0.4% | -5% | 4% | -3% | ? | 1%[46.1 µM] | -11%
30 | CCNC(=O)CN(c1ccc(C)cc1)S(=O)(=O)c1ccc(SC)cc1 | 6% | -14% | 0% | -4 | -0.1% | -1% | 0% | 3% | 1% | -18% | 3%
31 | Cc1nc(-c2ccc(Cl)cc2)sc1C1(C)CC(c2cccnc2)=NO1 (configuration not stated) | 1% | -2% | 9% | -28 | 0.2% | 7% | 0% | 1% | ? | 8% | -29%
32 | CCOC(=O)N/N=C(\C)c1ccc(Br)cc1 | -14% | -5% | 1% | 6 | -0.3% | -11% | 2% | 5% | ? | -1% | -3%
33 | Cc1ccc(-c2cc(C(F)(F)F)n3nc(C(=O)Nc4c(C)n(C)n(-c5ccccc5)c4=O)cc3n2)cc1 | 0% | -4% | 0% | -1 | 0.0% | 2% | 2% | -4% | -17% | -4% | 1%
34 | CC(CC(=O)O)n1nnc2ccccc21 (configuration not stated) | -1% | -3% | 4% | 12 | -0.7% | 1% | 4% | 2% | 10% | 0% | -2%
35 | COc1ccc(CN(CC(=O)NCC2CCCO2)C(=O)CCC(=O)Nc2cc(C)ccn2)cc1 (configuration not stated) | 1% | 0% | -1% | 1 | 0.3% | 5% | 2% | 8% | -2% | -1% | 0%
36 | OCC1(CO)COC(/C=C/c2ccccc2)=N1 | ? | -3% | 3% | 5 | -0.4% | ? | 0% | 1% | 12% | -2% | 2%
